Fam108B counter – Fam108B inhibition, counter-screen for RBBP9 inhibitors. inhibition, % at 9.51 µM. recombinant Fam108B, FP-Rh probe fluorescence polarization. 300,000 tested, 0.33% active. AID 1947;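 active means inhibition above the screen mean inhibition plus 3 SD, computed separately per campaign, cut at about 18% in these data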;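 further: inhibitors lower polarization as less probe binds the enzyme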
pPAFAH inh – inhibitors of human plasma PAF acetylhydrolase (pPAFAH); 330,000 tested, 1.5% active; recombinant pPAFAH, FP-rhodamine probe fluorescence polarization; Q13093; inhibition, % at 3.39 µM;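 active means inhibition above the mean inhibition across the screen plus 3 SD, cut at about 25% in these data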;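 further: inhibitors block binding of the rhodamine activity-based probe so polarization drops; 0% = enzyme with DMSO and 100% = wells lacking pPAFAH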
AHR act – activators of human aryl hydrocarbon receptor; activation, % at 5 µM; AID 2796; 320,000 tested, 2.5% active; P35869; AHR-responsive luciferase reporter cells, luminescence; in the data active means activation above about 47%;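 further: 0% = vehicle wells and 100% = reference agonist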
GLD-1 RNA inh – GLD-1-TGE RNA interaction inhibition (C. elegans); Q17339; purified GLD-1 + fluorescein TGE RNA, fluorescence polarization; inhibition, % at 5.96 µM; 320,000 tested, 0.44% active; AID 2280;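 active means percent inhibition above a per-plate cutoff, the plate mean of test compounds plus 3 SD, cut at about 30% in these data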;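 further: 0% = DMSO wells with GLD-1 and probe and 100% = wells lacking GLD-1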
PME-1 primary – PME-1 (human) inhibition | Q9Y570 | recombinant PME-1, FP-Rh probe fluorescence polarization | inhibition, % at 5.9 µM | 320,000 tested, 0.53% active;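 active means inhibition above the campaign mean of all compounds plus 3 SD, cut at about 26% in these data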;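 further: competitive labeling of PME-1 active site by serine hydrolase directed probe; 0% = PME-1 with DMSO and 100% = wells lacking PME-1 enzyme; inhibitors block probe labeling so polarization falls and inhibition rises; many of its hits are not listed in these tables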
MEX-5 binding – C. elegans MEX-5 TCR-2 RNA binding activity. MEX-5/FITC-TCR2 RNA binding, fluorescence polarization; hits give low values. activity score (negative = inhibition of binding), % at 10 µM. 300,000 tested, 0.38% active. AID 1832;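 active means inhibition past about -25% in most replicates, and total fluorescence under double the plate's negative control median, limit read from the data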;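 further: 0% = DMSO and -100% = 5 µM competing unlabeled TCR2 RNA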
Target sequence (Q9XUB2 whole entry, looked up): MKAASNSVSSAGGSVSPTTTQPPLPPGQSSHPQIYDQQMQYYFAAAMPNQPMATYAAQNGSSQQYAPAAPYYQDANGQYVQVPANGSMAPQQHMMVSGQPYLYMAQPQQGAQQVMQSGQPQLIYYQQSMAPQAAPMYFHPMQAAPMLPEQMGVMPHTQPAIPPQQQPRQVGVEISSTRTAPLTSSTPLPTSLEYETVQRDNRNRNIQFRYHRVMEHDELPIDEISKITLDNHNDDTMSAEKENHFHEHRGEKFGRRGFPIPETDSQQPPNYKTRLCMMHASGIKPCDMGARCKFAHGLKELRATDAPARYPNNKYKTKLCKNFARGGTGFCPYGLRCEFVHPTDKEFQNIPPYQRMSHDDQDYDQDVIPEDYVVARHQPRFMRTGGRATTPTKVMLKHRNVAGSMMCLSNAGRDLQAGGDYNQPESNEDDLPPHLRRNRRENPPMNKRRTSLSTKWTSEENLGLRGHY
PAFAH1B2 FP inh – PAFAH1B2 (human) inhibition. P68402. recombinant PAFAH1B2, FP-rhodamine activity probe, fluorescence polarization. inhibition, % at 3.39 µM. 340,000 tested, 1.2% active. AID 492953;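 active means inhibition above the mean of all tested compounds plus 3 SD, cut at about 24% in these data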;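 further: 0% = enzyme with DMSO and 100% = wells lacking PAFAH1B2; many of its hits are not listed in these tables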
Target sequence (P68402 whole entry, looked up): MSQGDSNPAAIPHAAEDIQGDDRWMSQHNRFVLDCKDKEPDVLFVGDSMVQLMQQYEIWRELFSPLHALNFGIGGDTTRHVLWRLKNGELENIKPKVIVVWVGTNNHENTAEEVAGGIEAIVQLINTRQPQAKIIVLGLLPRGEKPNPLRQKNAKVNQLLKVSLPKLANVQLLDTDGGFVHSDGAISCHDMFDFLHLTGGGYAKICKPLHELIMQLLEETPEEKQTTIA
MCL1-BIM inh – inhibitors of human MCL1 binding to BIM-BH3 peptide | Q07820 | inhibition, % at 10.9 µM | 320,000 tested, 0.68% active | GST-MCL1 / FITC-Bim-BH3 fluorescence polarization | AID 2057;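 active means inhibition above the mean inhibition of all tested compounds plus 3 SD, set per campaign, cut at about 40% in these data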;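 further: 0% = DMSO wells and 100% = unlabeled Bim-BH3 peptide control; higher means more loss of mP so more displacement of Bim peptide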
BCLXL inh – Bcl-xL (human) inhibition | inhibition, % at 10.9 µM | 320,000 tested, 0.7% active | GST-Bcl-xL / FITC-Bim BH3 peptide fluorescence polarization | AID 2129 | Q07817;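 active means inhibition above the mean of all tested compounds plus 3 SD, cutoff set per campaign, cut at about 30% in these data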;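 further: 0% = DMSO wells and 100% = unlabeled Bim-BH3 peptide competitor; inhibitors lower millipolarization by displacing the labeled peptide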
Target sequence (Q07817 whole entry, looked up): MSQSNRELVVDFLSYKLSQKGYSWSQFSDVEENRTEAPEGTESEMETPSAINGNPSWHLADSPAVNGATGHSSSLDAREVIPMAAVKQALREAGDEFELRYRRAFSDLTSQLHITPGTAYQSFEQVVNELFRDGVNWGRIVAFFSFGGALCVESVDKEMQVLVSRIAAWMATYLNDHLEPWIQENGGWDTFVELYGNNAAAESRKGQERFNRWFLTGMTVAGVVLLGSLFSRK
Active calls of the source: *; x = not tested or not shown; & = joins results of further samples. Some of the compounds tested, so the mix of outcomes need not match the whole.

SMILES | Fam108B counter | pPAFAH inh | AHR act | GLD-1 RNA inh | PME-1 primary | MEX-5 binding | PAFAH1B2 FP inh | MCL1-BIM inh | BCLXL inh
COC(=O)C1=Nc2ccccc2/C1=C\c1c(O)n(-c2ccc(OC)cc2)c(=O)[nH]c1=O | 7 | 0 | 11 | -4 | 3 | 0.3 | -1 | -6 | -3
COc1cccc(N2CCN(Cc3ccc(Cl)cc3)CC2)c1 | 1 | 3 | 2 | 3 | 7 | x | 4 | 6 | 5
O=C(Nc1cccc(Cl)c1)OC1CN2CCC1CC2 (stereo not given) | -28 | -19 | 20 | 10 | -53 | 1.1 | -15 | 6 | 8
CC[N+](CC)(CC)CCCOC(=O)C(O)(c1ccccc1)C1CCCCC1 (stereo not given) | 2 | 2 | 0 | 0 | -2 | -1.2 | 3 | 5 | 3
O=c1[nH]c(=O)n(-c2cccc(Cl)c2)c(O)c1/C=N/c1ccccn1 | 3 | -7 | 10 | -13 | -9 | -29* | 3 | -18 | -14
CCCc1cc(=O)oc2cc(OCC(=O)N3CCC(C(=O)O)(c4ccccc4)CC3)ccc12 | 1 | 3 | 0 | 1 | 3 | -1.6 | 2 | 0 | 6
CCN1CCN(CC(=O)c2c(C)n(Cc3ccccc3)c3ccc(OC)cc23)CC1 | 0 | 6 | 4 | 4 | -2 | 0.6 | 5 | 2 | 1
COC(=O)C1C(OC(=O)c2ccccc2)CC2CCC1N2C (stereo not given) | 2 | 3&8 | 1&0 | 0&-2 | -4 | 0.9 | -1&2 | -1 | -3
Cc1ccc2c(c1)C1CN(C)CCC1N2C(=O)Cc1cccs1 (stereo not given) | -4 | 6 | 6 | 0 | 5 | 0.9 | 5 | -2 | 1
O=C1C(=O)c2cccc3cccc1c23 | 2 | 3 | 21 | 2 | 9 | -5.5 | 4 | 4 | -3
Cc1nc2ccccc2c(=O)n1-c1ccc(-c2ccccc2)cc1 | -5 | 0 | 0 | 6 | 3 | -1.4 | 5 | 5 | -1
O=c1c2ccccc2nc(/C=C/c2ccccc2)n1-c1ccc(O)cc1 | -9 | 0 | 6 | 0 | -6 | 3.7 | 1 | 6 | 4
COc1ccc(-c2cc(=O)oc3c(C)c(OC(C)C(=O)N4C[C@H]5C[C@@H](C4)c4cccc(=O)n4C5)ccc23)cc1 (stereo not given in full) | -5 | 0 | 2 | 4 | 21 | -3.6 | -2 | -11 | -6
Fc1ccc(C(OCCN2CCCC2)c2ccc(Br)cc2)cc1 (stereo not given) | -3 | 3 | 0 | 0 | 4 | 1.9 | 2 | 1 | 0
COc1cccc(-c2cc(C(F)(F)F)n3nc(C(=O)N4CCC5(CC4)OCCO5)cc3n2)c1 | 7 | 3 | 2 | -3 | -6 | -0.8 | -4 | 9 | 8
Cc1ncc([N+](=O)[O-])n1CCOC(N)=O | 1 | 4 | 3 | -5 | -4 | 2.3 | 7 | 1 | 2
O=C1NC(=O)C(C/C=C/c2ccccc2)C(=O)N1 | 5 | 4 | 0 | 6 | 2 | 2.5 | -1 | -1 | 5
COC(=O)C1=C(c2ccccc2)C[C@@H]2CC[C@H]1N2C(=O)NCc1ccco1 | -1 | 5 | 0 | -3 | -1 | -0.6 | 2 | -1 | 0
N=c1c2c(n(Cc3ccc(Cl)cc3Cl)c3c1CCC3)CCCC2 | 7 | 1 | -2 | -8 | -2 | -1.9 | -3 | 1 | 4
O=[N+]([O-])c1ccc(-c2ccccc2)c([As](=O)(O)O)c1 | 3 | 5 | 1 | 1 | 2 | -5.2 | 2 | -6 | 1
CCC(C)(C)n1nnnc1C(c1cccs1)N1CC=C(c2ccc(F)cc2)CC1 (stereo not given) | -1 | 7 | 0 | 1 | -5 | 3.5 | 8 | -1 | 4
C[C@@H]1CC[C@H]2[C@@H](C)C(=O)O[C@@H]3O[C@@]4(C)CC[C@@H]1[C@]32OO4 | 0 | 5 | 0 | 2 | 0 | -0.5 | 9 | -1 | 0
ClCCNc1nc2ccc(Cl)cc2[nH]1 | -2 | -2 | 15 | -2 | -1 | 1.9 | 6 | 8 | 6
COc1ccccc1-n1c(-c2ccccc2Cl)nc2ccccc2c1=O | 0 | 8 | 2 | -6 | 2 | -1.6 | 6 | -1 | 5
CC1N=C(c2ccccc2)c2cc(Br)ccc2NC1=O (stereo not given) | 3 | 6 | 0 | -1 | -1 | -2.1 | 7 | -1 | 5
CN(C)C1(CNC(=O)c2cc(S(=O)(=O)N3CCOCC3)c(Cl)cc2Cl)CCCCC1 | 3 | -1 | -1 | 0 | 0 | 0.6 | -1 | 14 | 8
Cc1nc2ccc(Cl)cc2c(=O)n1-c1ccccc1Cl | -5 | 1 | 1 | 3 | 0 | -1.1 | 3 | -4 | -3
CCCNC(=O)N1[C@H]2CC[C@@H]1C(C(=O)OC)=C(c1ccc(Cl)c(C(F)(F)F)c1)C2 | x | -3 | 0 | 1 | 2 | x | 1 | -1 | -2
CC(C)Cc1nnc(NC(=O)CCC(=O)N2CCN(CCOC(c3ccccc3)c3ccccc3)CC2)s1 | 4 | 5 | 4 | 0 | 0 | -0.9 | 6 | -7 | -6
CCC(=O)N1N=C(c2c(O)n(CCc3ccccc3)c(=O)[nH]c2=O)CC1c1ccc(OC)c(OC)c1 (stereo not given) | 0 | 2 | 3 | -7 | 2 | 1.2 | x | 9 | 6
O=C(c1cc(F)ccc1F)C1CCCN(Cc2cc(Cl)ccc2O)C1 (stereo not given) | 3 | -4 | 3 | 3 | -1 | -1.4 | -3 | 15 | 5
CCCCn1c(=O)c(C(=O)Nc2ccc(C)cn2)c(O)c2ccccc21 | 3 | 2 | 11 | -7 | 4 | 0.1 | -1 | 4 | -3
Cc1cc(C)cc(N2C(=O)NC(=O)/C(=C\C=C\c3ccco3)C2=O)c1 | -5 | 9 | 1 | -19 | -10 | -0.1 | 0 | -55 | -19
C=CCN1C(=O)NC(=O)/C(=C/c2ccc(N(C)C)c(Br)c2)C1=O | -3 | 4 | 1 | 6 | -4 | 3.2 | 1 | 8 | 10
Cc1ccc(N2C(=O)NC(=O)/C(=C\c3cc(C)n(-c4sc5c(c4C#N)CCCC5)c3C)C2=O)cc1 | 6 | 10 | -3 | -26 | -6 | 1.5 | 3 | -26 | -7
COc1cccc(CN2CCNCC2)c1OC | -5 | 8 | -1 | 10 | 6 | 0.0 | 1 | 0 | 8
CCn1c(O)c(C(=O)CC2NCCc3ccccc32)c(=O)n(CC)c1=S (stereo not given) | -2 | 5 | 2 | -28 | -5 | x | 4 | -87 | -51
Cc1ccccc1N1CCN(C2CCCN(C(=O)COc3ccccc3)C2)CC1 (stereo not given) | 1 | -1 | -1 | 1 | 3 | -1.4 | 2 | -6 | 3
N[C@@H](Cc1ccccc1)C(=O)N1C[C@H]2C[C@@H](C1)c1cccc(=O)n1C2 | -2 | 1 | 0 | -2 | 5 | 1.4 | 0 | 5 | 2
COc1ccc(CN2CCCC(C(=O)c3ccc(Cl)cc3)C2)c(O)c1 (stereo not given) | -1 | -1 | -3 | -6 | 5 | 0.6 | 2 | 9 | 4

Not a retest: an excerpt of the list.
SMILES | Fam108B counter | pPAFAH inh | AHR act | GLD-1 RNA inh | PME-1 primary | MEX-5 binding | PAFAH1B2 FP inh | MCL1-BIM inh | BCLXL inh
Cc1ccccc1N1CCN(C2CCCN(C(=O)COc3ccccc3)C2)CC1 (stereo not given) | 1 | -1 | -1 | 1 | 3 | -1.4 | 2 | -6 | 3
N[C@@H](Cc1ccccc1)C(=O)N1C[C@H]2C[C@@H](C1)c1cccc(=O)n1C2 | -2 | 1 | 0 | -2 | 5 | 1.4 | 0 | 5 | 2
COc1ccc(CN2CCCC(C(=O)c3ccc(Cl)cc3)C2)c(O)c1 (stereo not given) | -1 | -1 | -3 | -6 | 5 | 0.6 | 2 | 9 | 4

More records follow:
SMILES | Fam108B counter | pPAFAH inh | AHR act | GLD-1 RNA inh | PME-1 primary | MEX-5 binding | PAFAH1B2 FP inh | MCL1-BIM inh | BCLXL inh
CCN1C(=O)NC(=O)/C(=C\c2ccc(N3CCOCC3)cc2OC)C1=O | -3 | -4 | 5 | -7 | -11 | -3.7 | x | 3 | 6
Clc1ccc(-c2nc3ccc(Cl)cn3c2CN2CCOCC2)cc1 | 2 | 2 | 62* | 7 | -1 | 0.5 | -3 | 10 | 2
O=[N+]([O-])c1ccc(Nc2ccccc2)cc1 | -3 | 4 | 7 | 7 | 2 | 0.9 | 1 | 14 | 7
O=C(Cn1ncc2ccccc21)N1CCC2(CC1)OCCO2 | 2 | 7 | 3 | 0 | -12 | 2.1 | 2 | 11 | 2
COc1ccc(CCNCc2ccncc2)cc1 | -1 | -5 | 2 | -6 | -2 | 0.1 | 5 | 2 | 6
COc1ccc(C2N3CC(C)(C)CN23)cc1 (stereo not given) | 1 | 6 | -1 | -18 | 2 | -0.8 | x | 3 | 0
CC(C)(C)c1ccc(CN2C(=O)CN=C(c3ccccc3)c3ccccc32)cc1 | -5 | -3 | -1 | 3 | -3 | 2.2 | 88* | -4 | -2
COc1cccc(NP(=O)(Oc2ccccc2)Oc2ccccc2)c1 | 6 | 1 | 7 | 6 | -1 | -0.1 | 0 | -5 | -1
C=CCn1c(O)c(/C(CC)=N/NC(=S)Nc2ccccc2)c(=O)[nH]c1=O | -4 | 6 | 6 | 10 | -1 | -1.5 | 7 | -1 | -2
CN1C(=O)C(=Cc2ccc(-c3cccc(Cl)c3)o2)C(=O)N(C)C1=O | -6 | 12 | 4 | -1 | 1 | -1.0 | x | -2 | -10
CC12CC[C@H]3[C@@H](CCC4(O)C[C@H](O)CCC34/C=N/NC(=O)Cc3ccccc3)C1(O)CCC2C1=CC(=O)OC1 (stereo not given in full) | -2 | 0 | -2 | 7 | -2 | x | -3 | 15 | 9
C=CCn1c(O)c(C(CC)=Nc2ccc(N(C)C)cc2)c(=O)[nH]c1=O | 3 | 34* | 8 | 22 | 14 | -1.1 | x | 45* | 29
COc1ccc(CCNCc2ccc(F)cc2)cc1OC | 0 | 2 | 4 | 0 | 2 | 0.4 | 2 | -6 | 3
CC(C)CNC(=O)c1c(N)n(Cc2ccc3c(c2)OCO3)c2nc3ccccc3nc12 | 8 | 6 | 21 | 9 | 5 | 0.8 | 9 | 3 | 3
CCN1C(=O)/C(=C/c2ccc3c(c2)CCN3CCCCl)C(=O)NC1=S | 5 | 19 | 10 | 3 | -1 | 2.0 | -2 | 26 | 15
O=C(CCC(=O)N1CCC2(CC1)OCCO2)Nc1nnc(C2CCCCC2)s1 | -2 | -2 | 2 | 2 | -5 | -0.7 | 9 | -10 | -8
CC[N+](C)(CC)CCCCOc1ccc2c(c1)C(=O)c1cc(OCCCC[N+](C)(CC)CC)ccc1-2 | 2 | -3 | 4 | -1 | 4 | 5.8 | 4 | -30 | -18
Cc1nn(Cc2ccccc2)c(Cl)c1C(=O)Nc1ccc(OC(F)(F)F)cc1 | -5 | 1 | 11 | -4 | -5 | 1.8 | -1 | -6 | -4
N=C1c2ccccc2CN1c1ccc(F)c([N+](=O)[O-])c1 | 0 | -2 | -3 | 0 | -1 | 0.1 | 7 | 5 | 6
COc1ccc(C(=O)C2CCCN(CCO)C2)c(C)c1 (stereo not given) | 1 | 5 | -1 | 1 | 7 | 4.3 | 2 | 7 | -1
COc1cc(CCN)ccc1O | -1 | 7 | 5 | 2 | -4 | x | -3 | 1 | 8
O=C(Nc1ccc(C(F)(F)F)cc1)OC1CN2CCC1CC2 (stereo not given) | -1 | -1 | 0 | 2 | -1 | 0.4 | 6 | 1 | 4

Screening results as filed in PubChem.
